aSyn tox rescue: rescues yeast growth from alpha-synuclein toxicity; S. cerevisiae alpha-synuclein toxicity rescue, BacTiter-Glo growth, 24 h; Potency, µM (highest dose often 46.1 µM), for the others: top-dose growth rescue (activation), actives largely listed as activators; hit rate 0.02% among 94,000; AID 1347070; active means well fitted activation curve with a large enough effect; inconclusive means small, poorly fitted or top-dose-only effect; further: 0% is about no effect
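Growth restoration measured by BacTiter-Glo luminescence after 24 hr at 30 deg C; alpha-synuclein yeast, raffinose-pregrown to mid-log, were added at OD600=0.02 in galactose medium onto pinned compounds.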
* marks the source's active call; other numbers are inactive results; ? = inconclusive; & = joins results of further samples; [ ] = another dose, or the depositor's remark. Potency means the concentration at half of the fitted maximal effect. The list is partial; count on the stated rates, not on these rows.

SMILES	aSyn tox rescue
CC1C(=O)N(Cc2cn(CCC3OCCO3)nn2)CCS(=O)(=O)N1Cc1ccc(-c2ccccc2)cc1 (stereo unspecified)	7.9%
COc1ccc(Nc2cc(C(=O)NCCc3ccccc3)c3ccccc3n2)cc1OC	2.2%
COc1ccc(C2c3c(noc3C)CC(C)(O)C2C(C)=O)cc1 (stereo unspecified)	10.9%
COc1cc(/C=C(\C#N)C(=O)NCC2CCCO2)ccc1O (stereo unspecified)	-19.0%&-11.4%
OCC1(Cc2ccccc2)CCCN(Cc2ccn[nH]2)C1 (stereo unspecified)	-4.6%
CCCCCCCC1(C)NC(=O)NC1=O (stereo unspecified)	5.4%
Cc1ccc(OCCC(=O)OCC(=O)NC(=O)NC2CCCC2)cc1	8.2%
COc1cc(OC)c(N(C)C(=O)c2cn(C3CCCC3)c(=O)c3c2c2ccccc2n3C)cc1Cl	-21.7%
CN(C1CCCCC1)S(=O)(=O)c1ccc2c(c1)c(=O)c(C(=O)NCCc1ccccc1)cn2C	5.6%
O=C(NCCCc1ccccc1)C1CCN(C(=O)N2CCOc3ccc(Cl)cc32)CC1	13.8%
CCCCc1ccc(NC(=O)c2cc(-c3ccc(C)c(F)c3)on2)cc1	5.4%
CCN1C(=O)[C@H]2[C@@H](c3ccc(C(F)(F)F)cc3)N[C@]3(CCCN(Cc4ccc(C(F)(F)F)cc4)C3=O)[C@H]2C1=O	14.0%
O=C(CSc1nc2c([nH]c3ccccc32)c(=O)n1-c1ccccc1)NCc1ccc(F)cc1	-4.0%
O=C(Nc1ccccc1C(=O)OCc1cc(=O)n2nc(C3CC3)sc2n1)c1cccc(F)c1	0.0%
O=C(NCC12CC3CC(CC(C3)C1)C2)c1cc2nc(-c3ccccc3)cc(C(F)(F)F)n2n1	3.3%
Cn1c(=O)c2c(-c3ccccc3)n3c(c2n(C)c1=O)C(c1cccc([N+](=O)[O-])c1)Nc1ccccc1-3 (stereo unspecified)	-14.2%
CCOC(=O)C(C(=O)OCC)C1OC(=O)c2cc3c(cc21)C(=O)OC3C(C(=O)OCC)C(=O)OCC (stereo unspecified)	27.2%
CC1CCCC(C)N1C(=O)COC(=O)CSc1ccc([N+](=O)[O-])cc1 (stereo unspecified)	-5.4%
COc1ccc(S(=O)(=O)N2CCCCCC2)cc1NC(=O)Cc1cccc(C(F)(F)F)c1	2.5%
CCn1nc(C)c2c(-c3ccccc3)cc(=O)n(C(C)C(=O)NCc3ccccc3OC)c21 (stereo unspecified)	-15.7%
Cn1c(N)c(C(=O)COC(=O)C2CC(O)CN2S(=O)(=O)c2ccc(Cl)cc2)c(=O)n(C)c1=O (stereo unspecified)	0.5%
CC1=C(C(=O)N(C)C)CC(CC(=O)NCCCN(C)C)C(=O)N1Cc1ccc(C(C)(C)C)cc1 (stereo unspecified)	0.4%
O=C(COC(=O)c1cnccn1)c1ccc(C2CCCCC2)cc1	5.6%
Cc1nc(C)c(-c2csc(Nc3ccc(Cl)cn3)n2)s1	-4.4%

A section of the results above:
SMILES	aSyn tox rescue
CC1=C(C(=O)N(C)C)CC(CC(=O)NCCCN(C)C)C(=O)N1Cc1ccc(C(C)(C)C)cc1 (stereo unspecified)	0.4%
O=C(COC(=O)c1cnccn1)c1ccc(C2CCCCC2)cc1	5.6%
Cc1nc(C)c(-c2csc(Nc3ccc(Cl)cn3)n2)s1	-4.4%

Retrieved one by one from the entries so far (4):
SMILES	aSyn tox rescue
CCOC(=O)C(C(=O)OCC)C1OC(=O)c2cc3c(cc21)C(=O)OC3C(C(=O)OCC)C(=O)OCC (stereo unspecified)	27.2%
O=C(Nc1ccccc1C(=O)OCc1cc(=O)n2nc(C3CC3)sc2n1)c1cccc(F)c1	0.0%
CCn1nc(C)c2c(-c3ccccc3)cc(=O)n(C(C)C(=O)NCc3ccccc3OC)c21 (stereo unspecified)	-15.7%
O=C(CSc1nc2c([nH]c3ccccc32)c(=O)n1-c1ccccc1)NCc1ccc(F)cc1	-4.0%

The list continues.
SMILES	aSyn tox rescue
CCOc1ccc(N2CC(c3nc4ccccc4n3CCCCOc3ccc(OC)cc3)CC2=O)cc1 (stereo unspecified)	10.4%
Cn1cc(SCC(N)=O)c2ccccc21	1.3%
O=C1CN(C(=O)Cc2ccc(F)cc2)C(c2ccccc2)c2cc(Cl)ccc2N1 (stereo unspecified)	5.9%
CCOC(=O)c1ccccc1NC(=O)N1CCOc2ccc(Cl)cc21	1.7%
CCOc1ccc(NC(=O)Cc2ccc(NC3=NC4CS(=O)(=O)CC4S3)cc2)cc1 (stereo unspecified)	2.7%
CC1(C)CC(C(=O)NCCC(c2ccccc2)c2ccco2)CCO1 (stereo unspecified)	6.1%
CCOc1ccc(-c2nonc2NC(=O)c2oc3ccc(F)cc3c2C)cc1	-2.6%
COc1cc(C(F)(F)F)nc(-c2ccccn2)n1	-4.3%
Cc1ccccc1N1CCN(S(=O)(=O)c2ccccc2)CC1	-1.9%
CN(C(=O)CCNC(=O)Cn1cnc2ccccc2c1=O)c1ccc(F)cc1	-1.3%
CCc1ccc(S(=O)(=O)c2c(C(=O)c3ccc(C)c(C)c3)cnc3ccccc23)cc1	3.3%
CCc1cccc(NC(=O)c2ccc(CN3C(=O)C(C)=C(c4ccc(OC)cc4)S3(=O)=O)cc2)c1	4.5%
O=C(Nc1ccc(C(=O)N2CCCC2)cc1)Nc1ccc(Cl)cc1Cl	-0.4%
CCc1cc2c(SCC(=O)NC3CCCC3)ncnc2s1	-3.1%
CCN(CC)C(=O)c1c(NC(=O)c2cccc(C)c2)sc2c1CCC(C)C2 (stereo unspecified)	-16.0%
CC(C)N1CC2(CC(c3ccccc3F)=NO2)CN1C(=O)c1ccco1 (stereo unspecified)	15.6%
COC[C@H](NS(=O)(=O)c1ccc(Br)cc1F)[C@@H](O)c1ccccc1	2.6%
CS(=O)(=O)N1CCc2cc(C(=O)N3CCN(c4ccccc4F)CC3)ccc21	-6.2%
C=CCn1c(SCC(=O)Nc2cc(C)on2)nnc1-c1ccncc1	2.7%
CC1CCN(C(=O)Cn2c(SCC(=O)Nc3ccc(F)cc3)nc3ccccc32)CC1	3.5%
CN(C)CC(=O)c1c(N)n(Cc2ccccc2)c(=O)n(C)c1=O	5.6%
CCc1c(-c2ccccc2)nc2ccccc2c1C(=O)NCc1ccc(C)cc1	-10.8%
COc1ccc(NC(=O)Nc2ccc(C(C)C)cc2)cc1	13.1%
Cc1ccnc(NC(=O)CCC(=O)N(CC(=O)NC2CCCCC2)Cc2ccccc2)c1	-7.5%
Cc1ccc(NC(=O)CN2CCSc3ccc(S(=O)(=O)N4CCCC4)cc32)cc1C	-7.9%
COCCn1c(=N)c(C(=O)NCc2ccco2)cc2c(=O)n3cc(C)ccc3nc21	3.7%
CC(C)CCN(CC(=O)NC1CCCC1)C(=O)C(=O)Nc1ccc2c(c1)OCCO2	5.6%
COCCN(C(=O)COC(=O)C1(c2ccccc2)CC1)c1c(N)n(CC(C)C)c(=O)[nH]c1=O	-1.8%
Cc1cccc(NC(=O)CSc2nc3ccccc3nc2N2CCCCC2)c1C	1.7%
CN(C(=O)COC(=O)CNC(=O)c1ccc(Cl)cc1Cl)c1ccccc1	-0.1%
Cc1cccc(C)c1NC(=O)CSc1ncc2c(n1)-c1ccc(Cl)cc1N(Cc1ccccc1)S2(=O)=O	-1.5%
CC(=O)N1c2ccccc2NC2=C(C(=O)CCC2)C1c1ccco1 (stereo unspecified)	2.2%
CCOC(=O)c1c(S(=O)(=O)NCC(=O)Nc2ccc(C(C)=O)cc2)c(C)n(C)c1C	-8.9%
O=C(CN1C(=O)c2ccc([N+](=O)[O-])cc2C1=O)Nc1ccccc1N1CCCC1	-0.7%
O=C(Cc1n[nH]c(=O)c2ccccc12)Nc1cc(Cl)ccc1-n1cncn1	-50.6%[inhibitor]
COc1ccc(S(=O)(=O)N2CCOC2CNC(=O)C(=O)NCCc2ccccc2OC)cc1 (stereo unspecified)	-4.6%
CCCCCCCCOC(=O)c1nc(Cl)c(Cl)c(N)c1Cl	-26.3%
CCN1CCN(c2sc(S(=O)(=O)CC)nc2S(=O)(=O)c2ccc(C)cc2)CC1	2.1%
C[C@H]1CCCCO[C@H](CN(C)S(=O)(=O)c2cn(C)cn2)[C@@H](C)CN([C@@H](C)CO)C(=O)c2cc(NS(=O)(=O)c3ccccc3)ccc2O1	1.2%
Cc1cc(C)nc(SCc2cnc(C)nc2N)n1	4.4%
Cc1ccc(CCNC(=O)Cn2ncc3c(=O)oc4ccccc4c32)cc1	-10.3%
COCCCNC(=O)C(=O)NCC1CCCN1S(=O)(=O)c1cccs1 (stereo unspecified)	10.6%
COc1cc2c(cc1OC)C(C)N(C(=O)c1sc(-c3cnccn3)nc1C)CC2 (stereo unspecified)	-1.6%
COCCCNC(=O)c1ccc2c(c1)N(Cc1ccccc1F)C(=O)c1ccccc1S2=O (stereo unspecified)	4.3%
O=C(NCCO)C(=O)NCC(c1cccs1)S(=O)(=O)c1ccc(F)cc1 (stereo unspecified)	-3.1%
CC(C)C(=O)Nc1ccc(-c2ccc3nncn3n2)cc1	-9.6%
CC(OC(=O)COc1ccccc1Cc1ccccc1)C(=O)N(C)c1ccccc1 (stereo unspecified)	-1.0%
CCc1cccc(C)c1NS(=O)(=O)c1c(C(=O)N2CCCCCC2)c(C)n(C)c1C	-6.1%

Look-ups from the entries so far:
aSyn tox rescue with CCCCCCCCOC(=O)c1nc(Cl)c(Cl)c(N)c1Cl is entered as -26.3%
aSyn tox rescue with Cc1ccc(CCNC(=O)Cn2ncc3c(=O)oc4ccccc4c32)cc1 is entered as -10.3%
aSyn tox rescue with CC(OC(=O)COc1ccccc1Cc1ccccc1)C(=O)N(C)c1ccccc1 (stereo unspecified) is entered as -1.0%
aSyn tox rescue with CC(C)C(=O)Nc1ccc(-c2ccc3nncn3n2)cc1 is entered as -9.6%
aSyn tox rescue with COCCCNC(=O)c1ccc2c(c1)N(Cc1ccccc1F)C(=O)c1ccccc1S2=O (stereo unspecified) is entered as 4.3%

(continued)
SMILES	aSyn tox rescue
O=C(NCc1nc2cccnc2n1Cc1ccc(F)cc1)c1ccccc1C(F)(F)F	3.4%
CC1(C)CC(=O)c2cc(-c3nc(-c4ccc(Br)cc4)cs3)c(=O)n(-c3ccccc3)c2C1	-2.7%
CCOc1ccc(-n2c(SCC(=O)Nc3ccc(CC)cc3)nc3c(oc4ccccc43)c2=O)cc1	5.3%
O=C(NCc1ccc(Cl)cc1)C1CCN(S(=O)(=O)Cc2ccccc2)CC1	7.0%
Cn1c(=O)c(=O)n(C)c2cc(S(=O)(=O)NCCN3CCN(c4ccccc4F)CC3)ccc21	-7.1%
NC(=O)Cn1c(=O)n(-c2ccccc2)c(=O)c2oc3ccccc3c21	12.2%
COc1ccc(-c2c(=O)n(OCc3nc4ccccc4[nH]3)c3ccccc3[n+]2[O-])cc1	6.5%
COc1ccc(-c2noc(CC(=O)Nc3cc(OC)ccc3OC)n2)cc1	-4.2%
CCOc1ccccc1NC(=O)CSc1nnnn1C1CCCC1	-6.7%
CCc1cccc(C)c1NC(=O)C1CCN(c2nn3c(=O)cc(C)nc3s2)CC1	-4.7%
CCCCC(CC)CNC(=O)Cc1ccc(-n2c(=O)[nH]c3ccccc3c2=O)cc1 (stereo unspecified)	1.5%
Cc1cc2c(cc1S(=O)(=O)N(C)CC(=O)Nc1ccc(C#N)cc1)OCC(=O)N2	1.3%
COc1ccc(NC(=O)C2CCCN(S(=O)(=O)c3ccc4c(c3)oc(=O)n4C)C2)c(OC)c1 (stereo unspecified)	8.9%
Cc1ccc(Cl)cc1N1CCN(C(=O)c2nn(C)c3c2CS(=O)(=O)c2ccccc2-3)CC1	6.7%
Cc1ccc2nc(-c3ccc(O)cc3)c(Nc3ccc4c(c3)OCCO4)n2c1	2.4%&-2.1%
CCN(CC(=O)Nc1c(F)cccc1F)C(=O)Cc1ccc(S(=O)(=O)N2CCOCC2)s1	-4.9%
CCCn1c(=O)c2sccc2n2c(CCCC(=O)NC3CCCCC3)nnc12	0.1%
C/C(CC(=O)Nc1cccnc1)=N/NC(=O)COc1ccc(Cl)cc1Br	-2.0%
Cc1ccc(C)c(NC(=O)Cn2nnc(C(=O)NCc3ccco3)c2N)c1	-5.7%
O=C(Nc1cccc(C(=O)N2CCN(c3ccc(Cl)cc3)CC2)c1)c1nsc2ccccc12	4.6%
CC1CN(S(=O)(=O)c2cccc(C(=O)NNC(=O)C(C)Oc3ccccc3F)c2)CC(C)O1 (stereo unspecified)	3.9%
O=S(=O)(NCCc1nnc2ccc(SCc3ccc(C(F)(F)F)cc3)nn12)c1ccccc1	1.3%
Cc1ccc(NC(=O)c2oc3ccccc3c2NC(=O)C23CC4CC(CC(C4)C2)C3)cc1	0.1%
Cc1ccc(S(=O)(=O)N2CCCCC2)cc1C(=O)NC1CC(C)(C)NC(C)(C)C1	-2.9%
Cc1c(Cc2ccccc2)[n+](=O)c2ccccc2n1[O-]	-1.5%
CCOc1ccc2nc(SCc3ccc(CC(=O)O)cc3)c(C#N)cc2c1	3.8%
CCCCn1c(=O)[nH]c(=O)c2c1nc(-c1ccccc1OC(F)F)n2C	3.9%
Cc1cccc(C)c1Nc1c(-c2ccccc2Cl)nc2cnccn12	1.8%
CSc1ccccc1C(=O)N1CCC2(CC1)CC(=O)c1ccccc1O2	-1.1%
CCOc1ccccc1NS(=O)(=O)c1ccc(-c2cnc(C3CC3)o2)cc1	15.5%
CCN(CC)S(=O)(=O)c1ccc(N/N=C(\C)c2ccc(OC)cc2O)nc1	?
NC(=O)C1CN(C(=O)c2nn(Cc3ccccc3)c(=O)c3ccccc23)c2ccccc2O1 (stereo unspecified)	-8.9%
CC(C)C(=O)Nc1cccc(C(=O)Nc2nnc(CC(C)(C)C)s2)c1	-7.2%
CCc1nnc2c3ccccc3nc(Nc3ccc(F)c(Cl)c3)n12	1.6%
CN(C(=O)CSc1nncn2c1cc1occc12)c1ccccc1	-3.9%
COc1cc(Nc2nc3ccccc3c3nnc(C)n23)cc(OC)c1	5.5%
CSc1nc2ccccc2nc1N(C)S(=O)(=O)c1ccc(C)cc1	-22.7%
Cc1cccc(OCCCn2c(CCNC(=O)C(C)(C)C)nc3ccccc32)c1	1.9%
CCc1cccc(NC(=O)CS(=O)Cc2nc(-c3ccc(C)cc3)oc2C)c1 (stereo unspecified)	5.6%

From PubChem BioAssay
